ALOX12 inh = Primary qHTS assay for inhibitors of human arachidonate 12S-lipoxygenase (ALOX12): Round 2; Potency, µM (top dose mostly 108 µM), for the others: at the top dose activity change, negative = inhibition, usual class: inhibitors; Polyunsaturated fatty acid lipoxygenase ALOX12 (Homo sapiens), P18054; hit rate 1.1% among 580,000; purified 12hLO, xylenol orange hydroperoxide absorbance; active means well fitted inhibition curve with a large enough effect; inconclusive means small, poorly fitted or top-dose-only effect, or another doubt; inactive means no such curve, though single readings can be large or run the other way
Target sequence (P18054 whole entry, looked up): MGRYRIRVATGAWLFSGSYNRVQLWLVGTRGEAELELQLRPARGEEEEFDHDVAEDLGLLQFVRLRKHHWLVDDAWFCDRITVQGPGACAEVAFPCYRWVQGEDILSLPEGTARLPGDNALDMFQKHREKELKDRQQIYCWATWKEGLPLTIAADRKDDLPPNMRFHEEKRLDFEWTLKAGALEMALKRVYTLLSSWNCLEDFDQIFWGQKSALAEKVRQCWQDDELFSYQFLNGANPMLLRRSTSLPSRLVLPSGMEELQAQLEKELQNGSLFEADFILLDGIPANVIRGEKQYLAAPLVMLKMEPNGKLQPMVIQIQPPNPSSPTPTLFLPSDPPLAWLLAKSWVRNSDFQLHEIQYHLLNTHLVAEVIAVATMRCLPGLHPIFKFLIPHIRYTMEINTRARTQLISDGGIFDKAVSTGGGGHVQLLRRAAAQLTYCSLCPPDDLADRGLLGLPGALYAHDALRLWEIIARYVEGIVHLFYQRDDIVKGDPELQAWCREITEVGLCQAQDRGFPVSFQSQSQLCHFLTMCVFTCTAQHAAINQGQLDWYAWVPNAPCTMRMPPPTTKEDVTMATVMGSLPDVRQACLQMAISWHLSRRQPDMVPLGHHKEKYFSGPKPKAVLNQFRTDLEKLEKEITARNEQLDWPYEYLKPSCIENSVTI
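Purified human 12hLO at 150 nM in 25 mM Hepes, 0.01% Triton X-100, pH 7.0, preincubated 15 min at room temperature with compound. Reaction started with 40 uM arachidonic acid, 30 min at room temperature. Hydroperoxide measured by Fe-xylenol orange, 573/405 nm absorbance ratio.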
Starred values were filed as active, the others as inactive; u = inconclusive; [ ] = remark or other dose. On the % scale 0 is the no-effect control and ±100 the full control effect; potency means the concentration at half of the fitted maximal effect. The list is partial; rates above refer to the full screens.

SMILES	ALOX12 inh
N#Cc1ccc(S(=O)(=O)N2CCCCCCNC(=O)[C@@H]3CCC[C@@H]32)cc1	27%
N#CCCn1c(=O)c(CCc2ccccc2)nc2cnc(OCc3ccccc3)nc21	0%
COc1ccc(Oc2ncc3nc(-c4cn(C)c5ccccc45)c(=O)n(C)c3n2)cc1	63%[activator]
O=c1oc2ccccc2c(NCc2ccccc2)c1NS(=O)(=O)c1cc(F)ccc1F	2%
O=C(Cc1ccccc1F)N1CCC2(CC1)N(c1ccccc1)C(=O)CS2(=O)=O	1%
CCOc1ccc(-c2cc(C(=O)NCCc3cccs3)[nH]n2)cc1	-1%
O=C(NCCc1ccccc1)c1cc(-c2ccccc2)nc2ccccc12	-17%
COc1ccccc1C(=O)Nc1ccnn1C1CCN(C(=O)CN)CC1	-1%
CC(=O)N1CC2(CCN(Cc3cnc(N)nc3)CC2)CC1C(=O)O (stereo not drawn)	u
OC1(c2cccnc2)CCN(Cc2ccc3c(c2)CN(Cc2ccsc2)CCO3)CC1	13%
Cc1ccc2ncn(Cc3ncc(-c4cccc(Cl)c4)o3)c(=O)c2c1	-29%
Cc1c(Cl)cccc1-c1ccc(C=O)o1	u
Cc1noc(C)c1[S+](=O)([O-])N1CCC2(CC1)C(=O)NN=C2c1ccncc1	12%
COc1ccc(NC(=O)Cn2ccc3c(Cl)cccc32)cc1	-3%
CC(C)C(=O)Nc1ccc2c(N3CCCCC3)ncnc2c1	54%[activator]
COC(=O)N(C)C[C@H]1OCc2cnnn2CCCC(=O)N([C@H](C)CO)C[C@@H]1C	u
CCc1cc(=O)n(CC(=O)Nc2ccc3c(c2)OCCO3)c(-c2cccc(F)c2)n1	14%
CSc1cccc(NC(=O)CCc2ncc(-c3ccc(F)cc3F)o2)c1	12%
COc1ccc(C(=O)N2CCCCCC2c2nc(-c3cccnc3)no2)cc1 (stereo not drawn)	19%
O=C(Nc1ccccc1)N1CC[C@@]2(CCCN(C(=O)c3cc(C(F)(F)F)cc(C(F)(F)F)c3)C2)C1	0%[57.4 µM]
CCOCCCNC(=O)Cn1nc(C)c2ccccc2c1=O	22%
Cc1cccc(-c2noc(-c3cn(CC(=O)NCc4cccs4)c4nc(C)ccc4c3=O)n2)c1	-10%
NC(=O)c1cccnc1N1CCC2(CC1)CC(C(=O)O)N(C(=O)C1CC1)C2 (stereo not drawn)	9%
COc1cccc(-c2ccc(NC(=O)C3CCCN(Cc4cc(C(C)C)n[nH]4)C3)cc2)c1 (stereo not drawn)	14%
COc1ccc(Br)c(C(=O)Nc2ccc3oc(=O)ccc3c2)c1	-13%
CCOC(=O)C(=CNC(C)=O)C(=O)OCC	17%
CC1CCC2(CC1)NC(=O)N(NC(=O)CCCc1c[nH]c3ccccc13)C2=O (stereo not drawn)	u
O=C(c1ccc(Cl)cc1)N1CCC(n2cc(-c3cccnc3)[nH]c2=O)CC1	u
c1ccc(Cn2cnnc2CC2CCCNC2)cc1 (stereo not drawn)	u
COc1ccc(NC(=O)N2CCCC(Cc3noc(-c4cnccn4)n3)C2)cc1 (stereo not drawn)	21%
O=C(NCC1(c2ccccc2)CCCC1)c1ccc(S(=O)(=O)N2CCCC2)cc1	u
COc1ccc2c(C)c(CC(=O)Nc3ccc(C(C)=O)cc3)c(=O)oc2c1OC	7%
CN1CCC(C(=O)N2CCC3(CC2)CN(C(=O)Cc2cccc(Cl)c2)CCO3)CC1	12%[6.33 µM]
COc1ccc(NC(=O)N2CCCCC2c2nc(C3CC3)n[nH]2)cc1 (stereo not drawn)	u
COc1ccc2nc3n(c2c1)[C@@H](CNC(=O)C1CCOCC1)COC3	8%[176 µM]
O=C(CS(=O)(=O)c1ccccc1)c1ccc(Br)cc1	-14%
Cc1ccn2c(C(=O)NCC3CCN(c4cnn(C)c(=O)c4)C3)nnc2n1 (stereo not drawn)	-1%
COc1ccccc1N1CCN(C(=O)C[C@@H]2C[C@@H](C(C)C)[C@H](CC#N)C=C2C)CC1	u
O=C1c2c(nc(CNc3nccs3)n2Cc2ccccc2)NCCN1Cc1ccccc1F	82%[activator]
O=C1c2ccccc2S(=O)(=O)N1Cc1nc(-c2cc(F)ccc2F)cs1	u
COc1ccc(OC)c(/C=C/C(=O)c2cc3ccccc3o2)c1	12%
CC(Oc1ccc(Cl)cc1Cl)c1nc(-c2ccc(Br)o2)no1 (stereo not drawn)	u
Cc1noc(-c2ccc(OC3CN(C(=O)Cc4cccs4)C3)cc2)n1	7.1µM*
CCOC(=O)c1ccc(NC(=O)N2Cc3[nH]cnc3C[C@H]2c2nc(-c3cccc(C)c3)no2)cc1	75%[activator]
Cc1cc2ncc(C(=O)NC3CC3)cn2n1	-1%[176 µM]
CCN1C(=O)Cc2cc(C(=O)NCCC(C)C)ccc21	25%
Cc1ccc(C(=O)N2CCCC(c3nc(CCOCC4CCCC4)no3)C2)cn1 (stereo not drawn)	36%[activator]
Cc1ccc(NC(=O)c2cnc3ccccc3n2)c(C)c1	5%

Reprinted at random: 6 entries already listed.
SMILES	ALOX12 inh
Cc1noc(-c2ccc(OC3CN(C(=O)Cc4cccs4)C3)cc2)n1	7.1µM*
CCOc1ccc(-c2cc(C(=O)NCCc3cccs3)[nH]n2)cc1	-1%
Cc1ccn2c(C(=O)NCC3CCN(c4cnn(C)c(=O)c4)C3)nnc2n1 (stereo not drawn)	-1%
COc1ccccc1N1CCN(C(=O)C[C@@H]2C[C@@H](C(C)C)[C@H](CC#N)C=C2C)CC1	u
CC(Oc1ccc(Cl)cc1Cl)c1nc(-c2ccc(Br)o2)no1 (stereo not drawn)	u
COc1ccc2c(C)c(CC(=O)Nc3ccc(C(C)=O)cc3)c(=O)oc2c1OC	7%

Further compounds follow:
SMILES	ALOX12 inh
CCC1CCCCN1C(=O)CN1CCCN(Cc2ccccc2)S1(=O)=O (stereo not drawn)	-4%
COC1CCN(S(=O)(=O)N2CCCC(C)(c3ccccc3)C2)CC1 (stereo not drawn)	50%
O=C(COc1ccccc1)N1CC(c2nnc(-c3ccncc3)o2)C2(CCOCC2)C1 (stereo not drawn)	22%
COc1cccc(NC(=O)c2nc3ccccc3nc2N2CCCC2)c1	u
CC(C)c1nc2cc(NC(=O)Cc3ccc([N+](=O)[O-])cc3)ccc2o1	7%
Cc1ccc2cc(C(=O)N3CCC(N4CCCCC4)CC3)[nH]c2c1	-6%
CC(C)CNC(=O)NC(=O)CN(C)C1CCCCCC1	7%
CC(C)(C)n1nnnc1SCc1coc(-c2ccccc2)n1	u
CC(N)CCCP(=O)(O)O (stereo not drawn)	2%
COc1ccccc1Nc1ccnc(N2CC3CCC(C2)N3CC(F)(F)F)n1	1%[6.33 µM]
NCc1ccccc1-c1ccc(CN2CCCC2)cc1	-3%
Cc1ccc(C(=O)N2CCC(N3Cc4cnc(C)n4C3=O)CC2)cc1	23%[176 µM]

Part of the list above in order of SMILES length, highest first:
SMILES	ALOX12 inh
Cc1noc(C)c1[S+](=O)([O-])N1CCC2(CC1)C(=O)NN=C2c1ccncc1	12%
CC(C)CNC(=O)NC(=O)CN(C)C1CCCCCC1	7%
c1ccc(Cn2cnnc2CC2CCCNC2)cc1 (stereo not drawn)	u

Carrying on:
SMILES	ALOX12 inh
CN1CCC([C@@H]2CN(S(=O)(=O)c3cccc(C#N)c3)C[C@H]2C(N)=O)CC1	11%
CCOCCCNc1oc(-c2ccc(S(=O)(=O)N(C)C)cc2)nc1C#N	-7%
CC(C)n1cc(CN2CCOCCNC(=O)CC2)c2ccccc21	104%[activator]
CNC(=O)NC(=O)COC(=O)c1cc(-c2ccco2)nc2ccccc12	16µM*
O=C(Nc1ccon1)[C@@H]1C[C@@H](c2ccc(F)cc2)N([S+](=O)([O-])c2ccccc2)C1	u
O=C(O)Cn1cc(C(C(=O)O)N2CCN(c3ccc(F)cc3)CC2)c2ccc(F)cc21 (stereo not drawn)	u
COCC1CN(Cc2cccc(OC(F)(F)F)c2)CC12CCNCC2 (stereo not drawn)	21%
CC(C)C(=O)N1CCC(c2nc(C3CCOCC3)no2)C1 (stereo not drawn)	26%
Cc1ccccc1C1C2=C(COC2=O)Nc2c1c(=O)n(C)c(=O)n2C (stereo not drawn)	2%
Cc1ccc(CNC(=O)N2CCCC(c3nc(C(C)C)no3)CCNC(=O)CC2)cc1 (stereo not drawn)	6%
COc1ccccc1N1CCN([C@@H]2[C@H](O)[C@H](CO)O[C@@H]2CNC(C)=O)CC1	-10%
CCCCCC(=O)Nc1nc2c(s1)C[C@@H]1[C@](C)(CO)[C@H](O)CC[C@@]1(C)[C@@H]2CC(=O)Nc1cccc(O)c1	u
Cc1cc(C(C#N)c2ccc(Cl)cc2)c(Cl)cc1NC(=O)CCCc1ccccc1 (stereo not drawn)	6%
CC1=C[C@@H](CNC(=O)CCC(=O)O)[C@H](C(C)C)C[C@H]1CC(=O)N1CCN(C)CC1	14%[176 µM]
O=c1cc(CSc2nnc(NC3CC3)s2)c2ccc(O)cc2o1	u
Cc1c(CC(C)C)nc(C#N)c(N)c1-c1ccccc1	4%
CC(C)NC(=O)NC(=O)CSc1nc2ccccc2c(=O)n1-c1ccccc1Cl	2%
O=C(Cn1ncc(=O)c2ccccc21)N1CCCC1c1ccc2c(c1)OCCCO2 (stereo not drawn)	-3%
Cc1ccc(F)cc1S(=O)(=O)N(C)CC1CCOC1 (stereo not drawn)	-3%
CCc1nnc([C@@H]2CC(F)(F)CN2C(=O)CCn2cc(C)cn2)o1	5%
COc1cccc(NC(=O)CN(C)Cc2cc(=O)oc3c(C)c(O)ccc23)c1	u
COc1ccc(CN2CCn3c(nnc3-c3ccncc3)C2)cc1	12%[6.33 µM]
CCOc1ccc(N/C=C/C(=O)c2ccc(C(C)C)cc2)cc1	7%
COC[C@H]1CCCN1C(=O)CC[C@H]1CNC(=O)[C@@H]2[C@@H](CCN2Cc2ccc(S(C)(=O)=O)cc2)N1C	72%

In another format: three of the compounds above.
ALOX12 inh | Compound
-10% | COc1ccccc1N1CCN([C@@H]2[C@H](O)[C@H](CO)O[C@@H]2CNC(C)=O)CC1
u | CCCCCC(=O)Nc1nc2c(s1)C[C@@H]1[C@](C)(CO)[C@H](O)CC[C@@]1(C)[C@@H]2CC(=O)Nc1cccc(O)c1
6% | Cc1cc(C(C#N)c2ccc(Cl)cc2)c(Cl)cc1NC(=O)CCCc1ccccc1 (stereo not drawn)

Going on with the list:
SMILES	ALOX12 inh
O=C(CCS(=O)(=O)c1cc2c3c(c1)CCN3C(=O)CC2)N1CCN(c2ccccc2)CC1	5%
CN(C)C(=O)CN1CCN(C(C(=O)O)c2c[nH]c3ccccc23)CC1 (stereo not drawn)	u
Cc1ccccc1NC(=O)CSc1nc(N2CCCC2)c2c(c1C#N)CCCC2	126%[activator]
COCC(=O)N[C@@H]1CN(S(=O)(=O)c2cn(C)cn2)CC[C@@H]1c1nc(C)no1	35%[activator]
CCCCC(CC)CNC(=S)Nc1ccc(C)cc1C (stereo not drawn)	u
CCCc1cc(C(=O)NC(C)c2ccccn2)sc1C (stereo not drawn)	-83%
CCn1cnnc1CC1CCNC1 (stereo not drawn)	17%
CCCCN1C(=O)C(=O)N(Cc2ncc(-c3ccc(F)cc3)o2)C1=O	u
COc1ccc(CC(=O)Nc2ccc([C@@H](O)[C@H]3COCC(=O)N3CC3CCCCC3)cc2)cc1	21%
COc1ccc(-c2nnc(CCC(=O)N3CCCCC3)c(=O)[nH]2)cc1	-5%
CC(C)CN1CC[C@@]2(CCCN(C(=O)c3csnn3)C2)C1	10%[57.4 µM]
O=C(COc1ccc(Cl)cc1Cl)NC1CCS(=O)(=O)C1 (stereo not drawn)	2%
COc1ccc2[nH]c3c(c2c1)CCN(C)C31CCN(C(=O)c2cccn2C)CC1	14%
C/C(=N\NC(=O)c1cccs1)c1ccc(Cl)cc1	-1%
CCCCCCCCOc1ccc(-c2ccc(CCCCCCCC)cn2)cc1F	5%
COc1ccc(CCC(=O)NC(C)c2cccs2)cc1OC (stereo not drawn)	11%
COc1ccc(-n2nc3cc(C)c(NC(=O)c4ccc(Br)o4)cc3n2)cc1	u
O=C(NC(C1CC1)C1CC1)c1ccccc1Cl	-7%
O=[S+]([O-])(Nc1ccccc1)c1ccc2c(c1)OCCN(Cc1ccccn1)C2	61%[activator][176 µM]
CCOC(=O)N1CCN(C(=O)c2cc3ccccc3[nH]2)CC1	-2%
COC(=O)c1cc(=O)n(Cc2ccccc2)c(=NCc2ccccc2)s1	-2%
O=C(NC1CCCCC1)C1CCc2ncc(-c3ccsc3)n2C1 (stereo not drawn)	43%[activator]
COc1ccc(-c2cc(N3CCCN(C(=O)c4cccc(Cl)c4)CC3)n[nH]2)cc1	45%[activator]
Fc1ccccc1OCCSc1nc2ccccc2s1	-21%
O=C(Cc1ccccc1)N1CCC[C@H]1c1nc(-c2ccccc2Cl)no1	61%[activator]
O=C(O)CCn1ncc2cc(OCC3CCN(C(=O)CCC(F)(F)F)CC3)ccc21	3%[176 µM]
Cc1n[nH]c(C)c1C(NC(=O)c1c(C)c2cccc(C)c2n1C)C(=O)O (stereo not drawn)	u
O=C1CC2(CCN(Cc3ccc(C(F)(F)F)cc3)CC2)Oc2ccccc21	-5%
O=C(CCNc1nc(Cl)nc2nc[nH]c12)NCCc1c[nH]c2ccccc12	6%
O=C(Nc1cccc(C(F)(F)F)c1)N1CCC(N2CC3CC(C2)[C@H]2CCCC(=O)N2C3)CC1 (stereo partly drawn)	-1%
CCOC(=O)/C(C#N)=C\c1cc(Br)c(OC)c(OCC)c1	-7%
CN(Cc1cc(-c2ccccc2)on1)C(=O)c1cn(Cc2ccc(F)cc2)nn1	26%
O=C1CSC2(C(=O)Nc3ccccc32)N1c1ccc(Cl)c(Cl)c1 (stereo not drawn)	-31%
